# TbREL1 primary: TbREL1 RNA ligase inhibitors, primary screen, biochemical, FRET fluorescence; RNA-editing ligase 1, mitochondrial (Trypanosoma brucei brucei), P86926; TbREL1 RNA ligation; inhibition, % at 9.66 µM; hit rate 0.49% among 89,000; AID 1117264, 2014;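 active = inhibition above the mean inhibition across all screened compounds plus 3 SD, cut at about 11% in these data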;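 note: 0% = plate median of test wells and 100% = NSC42067 control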
# Target sequence (P86926 whole entry, looked up): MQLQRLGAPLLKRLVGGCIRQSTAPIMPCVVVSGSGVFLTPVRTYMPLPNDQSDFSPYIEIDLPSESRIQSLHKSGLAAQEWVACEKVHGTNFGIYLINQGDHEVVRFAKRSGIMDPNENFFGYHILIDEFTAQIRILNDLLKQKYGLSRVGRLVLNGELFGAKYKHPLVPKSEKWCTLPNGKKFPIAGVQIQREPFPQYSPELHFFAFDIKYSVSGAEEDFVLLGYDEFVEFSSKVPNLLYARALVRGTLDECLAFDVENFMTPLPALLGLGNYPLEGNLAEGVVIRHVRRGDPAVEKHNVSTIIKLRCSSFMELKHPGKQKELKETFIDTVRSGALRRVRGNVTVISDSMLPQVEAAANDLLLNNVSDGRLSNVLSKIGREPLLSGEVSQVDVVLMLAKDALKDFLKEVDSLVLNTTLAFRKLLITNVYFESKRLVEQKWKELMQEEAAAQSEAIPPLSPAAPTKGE
# Starred values were filed as active, the others as inactive. An excerpt; count on the stated rates, not on these rows.
Compound,TbREL1 primary
COCCn1c(=O)[nH]c2cc(C(=O)Nc3cc(C)cc(C)c3)ccc2c1=O,2
CCOC(=O)C1=C(N2CCCCC2)c2cc3c(n2C1=O)CCCC3,-5
CCC1(CC)CNC(=O)NC1,1
CCCCCCSc1ccc([C@H]2N[C@@](CC(C)C)(C(=O)OC)[C@H]3C(=O)N(C)C(=O)[C@@H]23)cc1,-2
Cc1ccccc1Cn1ccc(-c2ccc(Cl)cc2)c(C#N)c1=O,0
COC(=O)c1nnn(-c2nonc2N)c1COc1ccc(C=O)cc1OC,-2
C(=N\N1CCN(C2c3ccccc3-c3ccccc32)CC1)/c1cccnc1,-5
Cc1ccc(C(=O)NN2C(=O)C3C4c5ccccc5C(c5ccccc54)C3C2=O)cc1 (stereo not drawn),5
O=C(O)C1=C[C@H](C2CC2)C[C@H](OCc2ccc(CO)cc2)O1,0
CCN1CCN(C(=O)CCN2C(=O)c3ccccc3S2(=O)=O)CC1,5

# (further entries)
Compound,TbREL1 primary
COc1ccc(C)cc1N(C(=O)c1ccco1)C(C(=O)NC1CCCC1)c1cc(OC)c(OC)c(OC)c1 (stereo not drawn),-3
COc1c(C(=O)Nc2nnc(C3CC3)s2)csc1Cl,-4
COc1ccc(C#Cc2c(-c3ccc(OC)cc3)oc3ccc(-c4ccc5c(c4)OCO5)cc23)cc1,3
CC(C)(C)NC(=O)CSc1ccc(S(=O)(=O)N2CCOCC2)cn1,-4
COC(=O)[C@]12C[C@H](CC(=O)NCc3cccc(C(F)(F)F)c3)C(=O)N(Cc3ccco3)C1=C[C@H](COCc1ccccc1)O[C@@H]2C,-2
O=C(C1CCCN(S(=O)(=O)c2cccc3ccccc23)C1)N1CCN(Cc2ccccc2)CC1 (stereo not drawn),6
O=C(NCC1COc2ccccc2O1)c1ccc(NC(=O)C(Cl)Cl)cc1 (stereo not drawn),-4
CC(C)[C@@H]1CC[C@@H](C)C[C@H]1OC[B-](F)(F)F,-3
c1c2c(cc3sc(N4CCOCC4)nc13)OCO2,-3
COc1ccc(C(=O)COC(=O)CCNS(=O)(=O)c2ccccc2)cc1Br,1

# Other structures.
Compound,TbREL1 primary
CN(C(=O)c1ccc(NC(=O)Cc2ccc(NC(=O)C3CCCN(C(=O)C4CCCC4)C3)cc2)cc1)C1CCCC1 (stereo not drawn),-2
CCCCn1c(N)c(N(CC)C(=O)c2cccs2)c(=O)[nH]c1=O,9
CCOC(=O)CC(=O)Nc1ccc(C)cc1,6
CC(=O)Nc1ccc(NC(=O)C(C)OC(=O)CCC2CCCCC2)cc1 (stereo not drawn),0
COc1ccc(N2C(=O)C3CCCN3C2c2cccc(Br)c2)cc1 (stereo not drawn),-4
Cc1cc(Cl)ccc1OCC(=O)Nc1ccc2oc(=O)ccc2c1,0
CCOC(=O)c1c(C)[nH]c(C)c1C(=O)COC(=O)CSc1ccc(C)cc1,-2
Cc1ccc2c(c1)N(CC(=O)OCC(=O)NCc1ccccc1)C(=O)CO2,5
COc1cc(/C=C/c2cc(C(=O)O)c3ccccc3n2)ccc1OC(F)F,-1
O=C(NCc1ccccc1)/C(=C/c1cccc([N+](=O)[O-])c1)NC(=O)c1ccco1,4

# Arranged by value in TbREL1 primary (low to high): three from the list above
Compound,TbREL1 primary
COc1ccc(N2C(=O)C3CCCN3C2c2cccc(Br)c2)cc1 (stereo not drawn),-4
Cc1cc(Cl)ccc1OCC(=O)Nc1ccc2oc(=O)ccc2c1,0
CCCCn1c(N)c(N(CC)C(=O)c2cccs2)c(=O)[nH]c1=O,9

# Carrying on:
Compound,TbREL1 primary
Cc1ccc(N2CCN(C3=NC(=O)/C(=C\c4cn[nH]c4-c4ccccc4)S3)CC2)cc1,-4
CCOC(=O)[C@]12CCCC=C1N(CCc1ccc(OC)c(OC)c1)C(=O)[C@H](CC(=O)NCc1ccc(C)o1)C2,-7
CC(=O)N1CCC(N(C(=O)Nc2ccc(F)cc2)C2CCCC2)CC1,2
CCOc1ccc(NC(=O)Nc2ccc3c(c2)nc(C)n3C)cc1,-1
CCO[C@H]1OC(C(=O)Nc2ccccc2)=C[C@@H](c2cn(C(C)=O)c3ccccc23)[C@@H]1CCCO,-4
COc1ccc2c(c1)c(CC(=O)Nc1nnc(C3CC3)s1)c(C)n2C(=O)c1ccc(Cl)cc1,-1
O=C(c1ccc(CS(=O)(=O)c2ccc(Br)cc2)o1)N1CCN(c2ncccn2)CC1,5
Cc1ccc(S(=O)(=O)N(C)CC(=O)NCc2ccncc2)cc1,2
O=C(CSc1nnc(-c2cccnc2)o1)N1CCCCC1,3
CCOC(=O)c1c(-c2cccc([N+](=O)[O-])c2)csc1NC(=O)C1CC1,3

# Additional records:
Compound,TbREL1 primary
CCCc1sc(C(=O)Nc2nnc(C3CC3)s2)cc1CC,5
Cn1c(NCc2ccco2)nc2ccccc21,1
CCC1CCCCN1CCCNC(=O)Cn1cc2c(n1)-c1c(oc(C(=O)N3CCCC3)c1C)CC2 (stereo not drawn),-5
CSCCC(NC(=O)c1ccco1)C(=O)NCC(C)(C)N1CCOCC1 (stereo not drawn),0
CCOC(=O)c1cc(C(=O)NC(C)c2ccccc2)c(C)[nH]c1=O (stereo not drawn),3
COc1ccc(CN(CCN2CCOCC2)C(=O)c2cccc(F)c2)cc1OC,3
COc1ccc(NS(=O)(=O)c2cccc(C(=O)NC3CCN(Cc4ccccc4)CC3)c2)cc1,2
Cc1ccc([C@H]2C[C@@H](O)[C@H](n3cc(C4CC4)nn3)CN2CC2CCCCC2)cc1,-1
COC(=O)/C=C/c1ccc2c(c1)S(=O)(=O)N(Cc1ccc(OC)cc1)[C@H]2CC(=O)OC,-2
O=C(O)CC(NC(=O)/C(=C/c1ccccc1)NC(=O)c1ccccc1)c1ccccc1 (stereo not drawn),3

# Additional records follow.
Compound,TbREL1 primary
Cc1ccc(-c2csc3nc(C)n(N)c(=O)c23)o1,-3
Cc1ccc(NC(=O)Cn2nnc(-c3ccncc3)n2)cc1C,0
O=C(CN1CCOCC1)Nc1nc2ccc(F)cc2s1,0
O=c1c2c(-c3ccc([N+](=O)[O-])cc3)csc2nc2n1CCC2,1
CN(Cc1ccccc1Cl)C(=O)c1cnccc1C(F)(F)F,-1
O=C(CN1CCOCC1)N1N=C(c2cccs2)CC1c1cccs1 (stereo not drawn),-1
CCO[C@@H]1OC(C(=O)N2CCN(Cc3ccc4c(c3)OCO4)CC2)=C[C@H](c2coc3ccccc3c2=O)[C@H]1CCCO,-4
COc1ccc(C)cc1S(=O)(=O)Nc1ccc(F)cc1,0
COc1cc(C(=S)N2CCOCC2)cc(OC)c1OC(=O)Cc1ccc(F)cc1,-6
O=C(NC1CCCCC1)C(C1CC1)n1c(=O)c(-c2ccccc2)nc2ccccc21 (stereo not drawn),-2

# The listing continues:
Compound,TbREL1 primary
CCOC(=O)[C@H]1[C@H]2COc3ccc(OC)cc3[C@@H]2N2C(=O)CN(Cc3ccc(F)cc3)C(=O)[C@@]12C,-3
O=C(NC1(C(F)(F)F)C(=O)Nc2c1c(=O)[nH]c(=O)n2Cc1ccccc1)c1ccc(Cl)cc1 (stereo not drawn),3
Cc1cnc(NC(=O)COc2ccccc2Cl)s1,0
O=C(O)C1CC=CCC1C(=O)Nc1ccc(F)c(F)c1 (stereo not drawn),1
O=C(c1ccccc1)N1CCCCC(Cl)C1=O (stereo not drawn),5
COc1ccccc1NC(=O)C1=C(C)Nc2nc(-c3ccccc3)nn2C1c1ccccn1 (stereo not drawn),1
CCC1NC(=S)N(C2CCCCC2)C1=O (stereo not drawn),2
O=C(c1cc(S(=O)(=O)N2CCOCC2)ccc1F)N(Cc1nnc(-c2ccccc2Cl)o1)C1CC1,-1
Cc1nc([N+](=O)[O-])cn1CC(=O)c1ccc(Br)cc1,2
Cc1nc(-c2cccnc2)sc1C(=O)Nc1ccc(C(F)(F)F)cc1,0

# Reprinted from the part before: 4 entries; new compounds follow.
Compound,TbREL1 primary
CCC1NC(=S)N(C2CCCCC2)C1=O (stereo not drawn),2
O=C(c1cc(S(=O)(=O)N2CCOCC2)ccc1F)N(Cc1nnc(-c2ccccc2Cl)o1)C1CC1,-1
Cc1nc([N+](=O)[O-])cn1CC(=O)c1ccc(Br)cc1,2
Cc1nc(-c2cccnc2)sc1C(=O)Nc1ccc(C(F)(F)F)cc1,0
C#CC(CC)(CC)NC(=O)c1cc(S(=O)(=O)N2CCCCC2)ccc1N1CCOCC1,-1
Cc1cccc(NC(=O)c2ccc(OCC(=O)NCc3ccccc3)cc2)c1C,-2
COc1ccc(C)cc1NC(=O)CN1C(=O)C2CC=CCC2C1=O (stereo not drawn),0
O=C(CSc1nccn1-c1ncc(C(F)(F)F)cc1Cl)c1ccc(Cl)cc1,5
O=C(CSc1nnc(-c2cccnc2)n1Cc1ccco1)Nc1cc(Cl)ccc1F,-1
Cc1noc(NS(=O)(=O)c2ccc(NC(=O)C34CC5CC(C3)CC(n3cnc(Cl)n3)(C5)C4)cc2)c1C,-5
COc1ccc(OC)c(NC(=O)CN(c2ccc(OC)c(Cl)c2)S(C)(=O)=O)c1,-1
COCc1cc(C)nc(OC)c1C(N)=O,1
CSCCC(NS(=O)(=O)c1ccc2c(c1)OCCO2)C(=O)NCCc1ccccn1 (stereo not drawn),1
O=C(/C=N/O)NCCCn1ccnc1,0

# New compounds follow.
Compound,TbREL1 primary
O=C(NCCCN1CCOCC1)c1cc(S(=O)(=O)N2CCOCC2)c(Cl)cc1Cl,4
N#C/C(=C(/O)CCl)c1nnc2n1CCCCC2,0
CCN(CC(=O)NCc1cccs1)C(=O)Cc1ccc(C)c(C)c1,3
CCN(CC)CCn1c2c(c(SCC(=O)Nc3ccc(C(C)C)cc3)nc1=O)CCC2,2
Cc1cc(C)cc(NC(=O)CCC(=O)N2CCSc3ccccc32)c1,-4
Cc1cc(Cl)ccc1NNC(=O)c1c(C)noc1C,7
CC(C)C[C@H]1CNC(=O)C(=O)N1CC1CCN(CCc2ccccc2)CC1,6
COc1ccc(-c2csc(NC(=O)c3c(OC)cccc3OC)n2)cc1,-3
NC1(C#Cc2ccc3oc(=O)c(-n4cc(C5(O)CCCCC5)nn4)cc3c2)CCCCC1,0
Cc1ccsc1C(C(=O)NC1CCCCC1)N(C(=O)Cc1cccs1)C1CC1 (stereo not drawn),-1

# Remaining list, next part.
Compound,TbREL1 primary
Cc1cc(C(F)(F)F)nn1-c1nc(-c2ccco2)cc(C(F)(F)F)n1,-1
COc1ccc(CNC(=O)c2c(-c3cc(Cl)c(OC)c(Cl)c3)noc2C)cc1,3
Cc1ccc(OCC(=O)NS(=O)(=O)c2ccc(Cl)cc2)cc1,4
COc1ccc(C2CC(c3ccc(C)cc3)Nc3nc(N)nn32)cc1 (stereo not drawn),-2
CSCCC(NC(=O)c1cccc([N+](=O)[O-])c1)C(=O)OCC(=O)N1CCCC1=O (stereo not drawn),-5
O=C(N/N=C/c1ccc2ccccc2c1)c1ccc(COc2ccc3c(c2)CCC3)o1,0
O=C(NCc1ccccc1)c1ccc(CN2CCOCC2)cc1,4
CCc1ccc(NC(=O)c2cc(C(C)C)on2)cc1,5
CC(C)(CNC(=O)CCNC(=O)c1ccc(Br)cc1)N1CCOCC1,0
COc1ccc(-n2c(COc3ccc(C)cc3)nnc2SCC(=O)c2ccc(-c3ccccc3)cc2)cc1,0

# (cont.)
Compound,TbREL1 primary
COC(=O)c1ccc2c(=O)n(Cc3ccco3)c(SCC(=O)Nc3ccccc3Cl)nc2c1,-1
CCCn1nnnc1SCC(=O)NNC(=O)c1ccco1,5
Cc1ccc(SCC(=O)Nc2ccc(S(N)(=O)=O)cc2)cc1,1
CC(C)C[C@@]12C(=O)N(c3cccc(Cl)c3)C(=O)N1[C@H](c1ccc(Br)cc1)[C@@H]1C(=O)N(C(C)(C)C)C(=O)[C@@H]12,1
COc1cccc(NC(=O)COC(=O)c2ccccc2C(=O)N2CCN(c3ccccc3)CC2)c1,-4
CCCS(=O)(=O)NC(=O)C1(C)CCCN(C(=O)c2ccc3snnc3c2)C1 (stereo not drawn),2
CCOc1ccc(N(CC(=O)Nc2c(C)n(C)n(-c3ccccc3)c2=O)S(=O)(=O)c2ccc(F)cc2)cc1,4
NC(=O)[C@@H]1CCCNc2c(I)cc([N+](=O)[O-])cc2C(=O)N[C@@H](CO)C(=O)NCC(=O)N1,-2
Cc1ccc(S(=O)(=O)NNC2=NCCCCC2)cc1,0
COc1ccc(CNC(=O)Nc2nc(C(N)Cc3ccc(Cl)cc3)cs2)cc1 (stereo not drawn),3

# Some of these compounds in order of SMILES length, falling.
Compound,TbREL1 primary
CC(C)C[C@@]12C(=O)N(c3cccc(Cl)c3)C(=O)N1[C@H](c1ccc(Br)cc1)[C@@H]1C(=O)N(C(C)(C)C)C(=O)[C@@H]12,1
CCOc1ccc(N(CC(=O)Nc2c(C)n(C)n(-c3ccccc3)c2=O)S(=O)(=O)c2ccc(F)cc2)cc1,4
COC(=O)c1ccc2c(=O)n(Cc3ccco3)c(SCC(=O)Nc3ccccc3Cl)nc2c1,-1
Cc1ccc(S(=O)(=O)NNC2=NCCCCC2)cc1,0

# Later entries:
Compound,TbREL1 primary
Cc1ccc2c(c1)-c1c(cnn1CC(=O)O)CO2,2
CCc1nc2ccc(C(=O)Nc3cccc(OC)c3)cn2c1N(CC)CCOC,-4
COC(=O)[C@]12C[C@H](CC(=O)NCCCN3CCCC3=O)C(=O)N(Cc3ccc(Cl)cc3Cl)C1=C[C@H](C1CCCC1)O[C@@H]2C,3
Cc1c(C(=O)Nc2c(C)n(C)n(-c3ccccc3)c2=O)oc2ccccc12,1
O=C(Nc1ccc(N2CCOCC2)cc1)C1CCCN(S(=O)(=O)c2cccc(C(F)(F)F)c2)C1 (stereo not drawn),-2
COc1cccc(-c2oc3c(c2C(=O)OCCN(C)C)C(O)CCC3)c1 (stereo not drawn),3
O=C(OCc1cc([N+](=O)[O-])cc2c1OCOC2)c1ccccn1,2
CCn1c(COc2cccc(OC)c2)nnc1SCC(=O)Nc1ccccc1C(=O)OC,1
CCOc1cccc2sc(=NC(=O)c3ccc(S(=O)(=O)N4CCOCC4)cc3)n(C)c12,-1
CCCn1c(=N)c(C(=O)NCC2CCCO2)cc2c(=O)n3cccc(C)c3nc21 (stereo not drawn),-1
Cc1cc(C)c2nc(N3CCN(C(=O)c4ccco4)CC3)sc2c1,-1
Cc1ccc(C)n1N1C(=O)/C(=C\c2ccc(Cl)cc2)SC1=S,-1

# Bioassay records: PubChem BioAssay, The Scripps Research Institute Molecular Screening Center
